Bioassay records as filed in PubChem BioAssay.
MsrA inhibitor – bovine MsrA enzyme inhibitors, primary screen, biochemical, absorbance, HTS; Methionine sulfoxide reductase A (Bos taurus); purified bovine MsrA, absorbance read-out; hit rate 0.75% among 360,000; inhibition, % at 15.5 µM; in the data active = inhibition above about 4.5%;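 also: 0% = vehicle wells with enzyme and 100% = reference inhibitor wells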
NRP1-CendR mod – modulators of CendR peptide binding to NRP-1, primary screen, biochemical, fluorescence polarization, uHTS; Neuropilin-1 (Homo sapiens), O14786; FAM-RPARPAR peptide binding to NRP-1; inhibition, % at 25 µM; hit rate 0.85% among 360,000;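 active = inhibition or corrected inhibition above about 18%, plus a signal ratio from 0.5 to 1.5, limit read from the data, passing the limit was not always enough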; also: strong numbers were not always called active
Tb MetRS inh – T. brucei MetRS inhibitors, primary screen, biochemical, luminescence. methionyl-tRNA synthetase (Trypanosoma brucei brucei). purified T. brucei MetRS, ATP depletion, Kinase-Glo luminescence. inhibition, % at 11.9 µM. hit rate 0.4% among 360,000. AID 624268, 2012;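 active = inhibition above a per-plate cutoff of the control wells' mean inhibition plus 3 SD, cut at about 5.5% in these data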;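 also: 0% = DMSO wells median and 100% = median of wells with control inhibitor compound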
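assay system = parasite MetRS enzyme | timing = 15 min preincubation, 2 h reaction, all 25 °C | evaluation = percent inhibition relative to median high and low control wells | medium = HEPES buffer containing pyrophosphatase, BSA, spermine, DTT | compound = single dose, 11.9 µM final nominal, 0.9% final DMSO | detection = Kinase-Glo luminescence, ATP depletion format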
eLon inh – inhibitors of E. coli Lon protease, primary screen, biochemical, fluorescence polarization | purified E. coli Lon protease | inhibition, % at 7.94 µM | hit rate 0.42% among 360,000 | AID 602123, 2011; in the data active = inhibition above about 13%, passing the limit was not always enough;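 also: 0% = enzyme with probe and DMSO and 100% = no enzyme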
Target sequence (P0A9M0 whole entry, looked up): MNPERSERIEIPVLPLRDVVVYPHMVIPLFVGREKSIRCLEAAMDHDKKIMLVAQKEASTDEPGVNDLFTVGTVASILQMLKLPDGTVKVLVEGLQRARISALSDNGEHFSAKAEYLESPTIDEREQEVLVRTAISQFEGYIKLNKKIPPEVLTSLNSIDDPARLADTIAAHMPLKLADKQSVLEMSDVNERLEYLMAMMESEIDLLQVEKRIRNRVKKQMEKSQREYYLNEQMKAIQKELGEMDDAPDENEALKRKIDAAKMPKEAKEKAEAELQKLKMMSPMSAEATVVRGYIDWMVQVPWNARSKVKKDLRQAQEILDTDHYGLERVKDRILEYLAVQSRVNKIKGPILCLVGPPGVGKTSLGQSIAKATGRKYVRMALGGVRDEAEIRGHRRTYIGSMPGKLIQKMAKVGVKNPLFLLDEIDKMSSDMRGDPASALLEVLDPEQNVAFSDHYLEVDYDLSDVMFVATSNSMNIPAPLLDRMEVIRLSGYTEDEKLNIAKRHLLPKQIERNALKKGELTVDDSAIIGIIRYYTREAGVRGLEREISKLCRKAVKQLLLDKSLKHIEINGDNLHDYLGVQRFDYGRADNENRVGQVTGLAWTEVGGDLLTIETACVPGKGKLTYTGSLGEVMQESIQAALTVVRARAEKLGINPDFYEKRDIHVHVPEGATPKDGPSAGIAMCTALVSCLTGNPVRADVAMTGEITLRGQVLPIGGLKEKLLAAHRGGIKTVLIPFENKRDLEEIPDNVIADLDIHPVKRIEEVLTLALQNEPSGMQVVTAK
MT1-MMP act inh – blockers of MT1-MMP proenzyme processing, primary screen, HT1080 RFP-PRO-GFP cells, GFP/RFP fluorescence | Matrix metalloproteinase-14 (Homo sapiens), P50281 | GFP/RFP ratio change, % at 20 µM | AID 651647, 2012 | GFP/RFP ratio fluorescence, overnight; percent of plate control window, DMSO zero | hit rate 0.061% among 360,000;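 active = GFP/RFP ratio change of at least 30% with cell ATP level not reduced by more than half and red fluorescence within 50% of control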; also: strong numbers were not always called active
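Test system: HT1080 RFP-PRO-GFP cells; Benchmarks: DMSO and RFP-L50D-GFP cell wells; Timing: cells overnight before dosing, compound overnight, 37 °C, 5% CO2; Compound: one 20 µM compound dose with 1% DMSO; Read-out: GFP/RFP fluorescence ratio.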
MLLE-PAM2 inh – inhibitors of PABP1 MLLE–PAM2 peptide binding, primary screen, biochemical, fluorescence polarization, FITC-PAM2, GST-MLLE | hit rate 0.36% among 360,000 | AID 588489, 2011 | inhibition, % at 20 µM; in the data active = inhibition above about 35%, passing the limit was not always enough;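 also: plate controls were DMSO wells with GST-MLLE for no effect and wells lacking GST-MLLE protein for full effect; some results filed as inactive read as strong as hits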
FAS TE block – FAS thioesterase domain inhibitors, primary screen, biochemical, fluorescence intensity, uHTS | Fatty acid synthase (Homo sapiens), P49327 | recombinant FAS-TE, OMFH fluorogenic substrate, fluorescence endpoint | inhibition, % at 15 µM | hit rate 0.67% among 360,000;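 active = compounds whose normalised, plate-corrected inhibition of enzyme fluorescence in the single-dose primary screen is 50% or more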;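 also: 0% = DMSO with enzyme and 100% = substrate without enzyme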
bovine MsrA act – bovine MsrA enzyme activators, primary screen, biochemical, absorbance, HTS. Methionine sulfoxide reductase A (Bos taurus). purified bovine MsrA, absorbance read-out. activation, % at 10.6 µM. hit rate 0.3% among 360,000; in the data active = activation above about 7.5%;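 also: 0% = vehicle and 100% = reference activator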
SKN-1 inh – suppressors of acrylamide-induced Pgst-4::GFP reporter in worms, primary screen, SKN-1 inhibitor project, whole organism, uHTS, GFP/RFP fluorescence ratio, strain VP596 | C. elegans VP596 Pgst-4::GFP/RFP ratio, 24 h | AID 624304, 2012 | hit rate 0.49% among 360,000 | inhibition, % at 21.8 µM;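 active = interference check ratio from 0.5 to 1.5 plus GFP to RFP signal ratio inhibition reaching or exceeding a fixed threshold, cut at about 30% in these data, passing the limit was not always enough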; also: some compounds called inactive have numbers as strong as hits
An asterisk follows results filed as active; . = no result given.

SMILES | MsrA inhibitor | NRP1-CendR mod | Tb MetRS inh | eLon inh | MT1-MMP act inh | MLLE-PAM2 inh | FAS TE block | bovine MsrA act | SKN-1 inh
CCCc1cn(CC(C)n2c(=O)c3ccccc3n2Cc2cc(C(C)C)no2)nn1 (stereo not given) | -0.1 | 10 | -0.1 | . | 8 | . | . | . | 4
Cn1cccc1/C=C1/SC(=O)N(CC(=O)N2CCCC2)C1=O | 1.4 | 2 | 0.2 | 12 | -1 | 17 | -5 | -4 | 7
CC1CCN(C(=O)COc2cccc3c2CCN(Cc2ccccc2)C3=O)CC1 | 1.2 | -5 | 0.0 | 5 | 7 | -11 | 6 | -9 | 2
CCCCC(=O)Nc1ccc(NC(=S)NC(=O)CCCCl)cc1OC | 0.6 | -6 | -0.2 | 0 | -1 | 20 | 0 | -2 | 14
CN(C)/C=N/c1ncc(C(=O)OC(C)(C)C)s1 | 4.0 | 9 | -0.8 | 1 | 2 | -4 | -2 | -4 | 19
Cc1ccc2cccc(SCC(=O)NCc3ccco3)c2n1 | 0.5 | -1 | 1.0 | -5 | -9 | -1 | -2 | -1 | 12
CC1CC(=O)Nc2ccccc2N1S(=O)(=O)c1cccc(Cl)c1 (stereo not given) | -0.2 | -13 | 1.2 | 6 | 2 | 11 | -7 | -1 | 3
O=C(Nc1ccc(F)cc1)c1ccc2c(c1)S(=O)(=O)N=C1CCCCCN12 | -0.5 | -2 | -0.2 | 9 | 0 | -1 | -4 | -1 | 7
COc1ccc(CC(=O)Nc2ccc3c(c2)OC2(CCCC2)O3)c(OC)c1 | -2.1 | -5 | -0.1 | -7 | 1 | -16 | 16 | -2 | -5
CCNC(=O)NC(=O)C(C)Sc1ccc2c(c1)OCCO2 (stereo not given) | 0.8 | -5 | -0.5 | 3 | 0 | 27 | -8 | -2 | -1
C=CCn1c(SCC(=O)N2CCN(c3ccccc3)CC2)nnc1-c1ccco1 | -0.5 | -7 | -0.1 | 7 | -1 | -7 | -7 | -4 | 5
COCC(C)n1c(SCC(=O)Nc2oc(C)c3c(C)n[nH]c(=O)c23)nc2ccccc2c1=O (stereo not given) | -0.1 | 11 | -0.3 | 0 | -3 | 19 | -4 | -6 | -13
O=S(=O)(Cc1ccccc1)N1CCN(c2ccccc2)CC1 | 1.0 | 4 | 0.0 | -3 | 0 | -4 | -5 | 1 | 24
O=C1CSC(=Nc2ccccc2[N+](=O)[O-])N1 | -1.2 | 12 | -0.3 | 2 | -2 | -11 | -11 | -4 | -3
CC1=CC=CC2=NC(=O)CC(C)(C(=O)N(CC(=O)NC3CCCC3)Cc3ccc(Cl)cc3)N12 (stereo not given) | 3.4 | 14 | -0.9 | 5 | 4 | 7 | 0 | -9 | -8
CCc1nnc(NC(=O)C2CC(=O)N(c3ccc4c(c3)OCCO4)C2)s1 (stereo not given) | -0.8 | -3 | 0.3 | 0 | -3 | -56 | -8 | -1 | 4
COc1ccc(OC(=O)CCN2C(=O)C3C4C=CC(C4)C3C2=O)cc1 (stereo not given) | -1.5 | -3 | -0.2 | -2 | 5 | -4 | -7 | -2 | 2
N/C(=N\OC(=O)c1ccc(=O)n(Cc2ccc(Cl)cc2)c1)c1ccccn1 | 0.6 | -8 | -0.5 | 1 | -5 | -4 | 1 | -2 | -3
O=C(NC1CC1)C1CCN(C(=O)c2ccc(Cl)cc2)CC1 | -0.1 | 17 | -0.7 | 2 | 0 | 10 | -6 | -2 | 2
Cc1cccc(Oc2coc3cc(OC(=O)c4cc5ccccc5oc4=O)ccc3c2=O)c1 | -0.5 | 2 | -0.1 | -6 | 8 | -1 | -6 | 4 | -8
COc1ccc(NC(=O)CN2C(=O)NC(C)(C3CC3)C2=O)cc1S(=O)(=O)N1CCOCC1 (stereo not given) | -0.1 | -8 | -0.1 | -7 | 1 | -8 | -6 | -2 | -1
Clc1ccc2nc(CN3CCCc4ccccc43)cn2c1 | -0.5 | 1 | 0.4 | -4 | -11 | -1 | 12 | -2 | -1
COc1ccccc1NC(=O)c1ccc(NC(=O)C2CC2)cc1 | -0.2 | -4 | -0.5 | -6 | 3 | -4 | -4 | -4 | 1
CCN(CC)S(=O)(=O)c1ccc(NC(=O)c2ccc(Cl)nc2)cc1 | -1.4 | 4 | 0.2 | 2 | -2 | 5 | -3 | -8 | -6
Cc1ccc(Cn2nnc3c(=O)n(CC(=O)c4ccccc4)cnc32)cc1 | 0.7 | 4 | -0.1 | -17 | 0 | -4 | 0 | -3 | -10
C=CCOc1nc2c(c(=O)n(C)c(=O)n2C)n1Cc1ccc(Cl)cc1Cl | 0.6 | 7 | -0.3 | 0 | -8 | 12 | 21 | -2 | 6
CC1CCN(C(=O)CSc2nc(=O)n3cc(Cl)ccc3n2)CC1 | 1.7 | -24 | -0.4 | -21 | -7 | -11 | -2 | -6 | -1
COc1ccc(NS(=O)(=O)c2csc(C(N)=O)c2)cc1 | -1.2 | 2 | -0.5 | -2 | 5 | -12 | -5 | -1 | 13
Cc1ccc(NC(=O)N2CCN(Cc3ccc4c(c3)OCO4)CC2)cc1 | -0.5 | 9 | -0.3 | 0 | 4 | 1 | -4 | -8 | 3
O=C(COc1ccc2c(c1)oc(=O)c1ccccc12)N[C@@H](Cc1ccccc1)C(=O)O | 1.9 | -3 | 3.2 | 2 | 2 | -9 | -1 | -2 | 28

No new results follow: an excerpt of the list.
SMILES | MsrA inhibitor | NRP1-CendR mod | Tb MetRS inh | eLon inh | MT1-MMP act inh | MLLE-PAM2 inh | FAS TE block | bovine MsrA act | SKN-1 inh
Cc1ccc(NC(=O)N2CCN(Cc3ccc4c(c3)OCO4)CC2)cc1 | -0.5 | 9 | -0.3 | 0 | 4 | 1 | -4 | -8 | 3
O=C(COc1ccc2c(c1)oc(=O)c1ccccc12)N[C@@H](Cc1ccccc1)C(=O)O | 1.9 | -3 | 3.2 | 2 | 2 | -9 | -1 | -2 | 28

(cont.)
SMILES | MsrA inhibitor | NRP1-CendR mod | Tb MetRS inh | eLon inh | MT1-MMP act inh | MLLE-PAM2 inh | FAS TE block | bovine MsrA act | SKN-1 inh
COC(=O)N/N=C(\C)c1ccccc1Br | -0.7 | 4 | -0.7 | -4 | 3 | -3 | -7 | -2 | 0
CCOC(=O)CSC1=NC(=O)CS1 | 0.4 | -34 | -1.2 | -16 | -4 | 27 | -5 | -1 | -7
COc1ccc(-c2cnnc(N/N=C/c3ccc(-c4ccc([N+](=O)[O-])cc4)o3)n2)cc1 | -0.8 | 21 | 0.2 | -12 | -3 | -76 | -15 | 1 | -10
C/C(=N\N(c1ccccc1)c1ccccc1)c1ccc(O)cc1 | 0.4 | 11 | 0.5 | 1 | 1 | -3 | 26 | -2 | 10
Cn1ncc(Br)c1C(=O)N/N=C/c1cccc(OC2CSC2)c1 | -0.6 | 3 | -0.5 | 0 | -1 | -8 | -1 | -6 | 5
CCOC(=O)c1nnn(CC(=O)N2N=C(c3ccc(Cl)cc3)CC2c2ccccc2)c1C(=O)OCC (stereo not given) | 0.1 | 9 | -0.2 | 6 | 3 | 3 | 22 | 3 | -12
C=CCOc1cccc(C(=O)N2CCCC(Nc3ccc(F)cc3)C2)c1 (stereo not given) | -0.6 | -3 | -0.6 | 5 | 12 | -1 | 8 | -1 | 21
NC(=O)CCCn1c(C(=O)c2cc(Cl)c(N)c(Cl)c2)c2ccc(C(F)(F)F)cc2[n+]1[O-] | 1.7 | -10 | -0.2 | 1 | 4 | 0 | -18 | 0 | 4
CCn1c(SCC(=O)N2CCCCC2C)nnc1-c1ccco1 (stereo not given) | -1.2 | 9 | -0.4 | -3 | -1 | 1 | -3 | 3 | 7
O=C(N/C(=C/c1ccccc1)C(=O)N1CCOCC1)c1ccc([N+](=O)[O-])cc1 | 0.8 | 3 | -0.4 | 1 | 0 | -4 | 53* | -3 | 5
O=[N+]([O-])c1c(NCCO)cc(N2CCC3(CC2)OCCO3)c2nonc12 | 2.4 | -13 | -0.4 | -4 | 5 | 1 | -7 | -6 | 0
O=C(COc1ccc2c(-c3ccccc3)cc(=O)oc2c1)NC(Cc1c[nH]c2ccccc12)C(=O)O (stereo not given) | 3.8 | -18 | 0.2 | -8 | -1 | 8 | 9 | -3 | 2
CC(C)(C)CC(C)(C)NC(=O)c1ccccc1 | 0.3 | 18 | -1.4 | -5 | -3 | 4 | -4 | -15 | -10
O=C(N/N=C/C=C/c1ccco1)c1cnccn1 | 1.5 | 0 | -0.4 | 3 | -4 | 15 | -7 | -8 | -12
COc1ccccc1N1CC(C(=O)Nc2ccc3c(c2)OCO3)CC1=O (stereo not given) | 0.2 | 4 | -0.7 | 4 | 2 | -4 | 4 | 2 | 3
Cc1cc(NS(=O)(=O)c2ccc(OCCNS(C)(=O)=O)cc2)no1 | 0.5 | 2 | 0.2 | -3 | -1 | 2 | -7 | -2 | 9
NS(=O)(=O)c1ccc(CCNC(=O)C2CCCN2S(=O)(=O)c2cccc3nsnc23)cc1 (stereo not given) | 0.1 | -6 | 0.3 | 1 | -4 | 13 | -8 | -1 | 8
C=CCNC(=O)C1(S(=O)(=O)c2ccccc2)CC=CC1 | -0.3 | 5 | 0.6 | 15 | 3 | -4 | -8 | 0 | 4
O=C(c1cc(-c2ccc(Cl)c(Cl)c2)on1)N1CCCCC1 | -0.8 | 11 | -0.7 | -3 | 1 | 13 | 9 | -4 | 8
O=C(NCc1ccc(F)cc1)c1cc(C2CCCCN2C(=O)c2ccccn2)on1 (stereo not given) | -1.6 | 2 | -0.3 | -5 | -1 | -19 | -6 | -2 | 14
COC(=O)c1c(F)c(F)c(NCCO)c(F)c1F | 0.0 | 5 | -0.3 | -7 | 2 | 13 | -6 | -5 | -2
Cc1ccc(/C(O)=C2\C(=O)C(=O)N(c3cc(C)on3)C2c2cccc(Br)c2)cc1 (stereo not given) | -0.8 | 10 | 0.4 | -4 | -4 | -4 | 0 | 2 | -1
CN=c1sc(C(=O)Nc2ccccc2)c(C)n1C | 1.7 | 15 | 0.2 | 3 | -2 | 6 | -6 | -4 | -3
O=C(Cc1ccccc1)Nc1cc([N+](=O)[O-])ccc1N1CCOCC1 | 0.2 | 18 | -0.4 | -4 | -2 | 8 | 23 | -5 | 18
COc1ccc(NC(=O)COC(=O)c2ncc(Cl)c(Cl)c2Cl)c(OC)c1 | 0.0 | 1 | 0.3 | -9 | 1 | -15 | 13 | -4 | -3
CCN(C(=O)Cn1cc(C(=O)C(=O)N2CCOCC2)c2ccccc21)c1ccccc1 | 1.1 | 6 | -0.1 | 5 | -4 | -4 | -2 | -8 | -8
CC1(C(=O)NCc2ccccc2)CN(S(C)(=O)=O)CC(=O)N1Cc1ccc2c(c1)OCO2 (stereo not given) | -0.5 | 9 | 0.1 | . | 2 | . | . | . | 3

The order is random. About 4% of those tested had a hit in this group.
